# TDP1 cell CPT: qHTS for Inhibitors of human tyrosyl-DNA phosphodiesterase 1 (TDP1): qHTS in cells in presence of CPT. Potency, µM (doses to about 46.2 µM), for inactives: top-dose activity change, negative = growth inhibition, usual class: inhibitors. 12% of 420,000 active. chicken DT40 Tdp1-/-;hTDP1 cells + 20 nM CPT, ATP luminescence, 48 h; note: nearly all actives have a fitted effect of over 55% in size
#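 Chicken DT40 Tdp1-/- cells complemented with human TDP1, 400 cells/well, exposed to compounds plus 20 nM camptothecin for at least 48 h at 37 C; viability read as ATP content by CellTiter-Glo luminescence.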
# TDP1 cell noCPT: qHTS for Inhibitors of human tyrosyl-DNA phosphodiesterase 1 (TDP1): qHTS in cells in absence of CPT; Potency, µM (top dose mostly 46.2 µM), for inactives: at the top dose activity change, negative = growth inhibition, hits mostly inhibitors; DT40 Tdp1-/- hTDP1 cells, no CPT, ATP luminescence, 48 h; 15% of 420,000 active; note: nearly all actives have a fitted effect of over 55% in size
#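 Growth of hTDP1-complemented DT40 Tdp1-knockout cells is measured by ATP luminescence after at least 48 hr compound exposure at 37 °C, with DMSO substituting for the 20 nM CPT used in the parallel screen.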
# TDP1 inh: qHTS Assay for Inhibitors of Tyrosyl-DNA Phosphodiesterase (TDP1); Tyrosyl-DNA phosphodiesterase 1 (Homo sapiens), Q9NUW8; recombinant TDP1, AlphaScreen DNA substrate cleavage; Potency, µM (top dose mostly 130 µM), inactives show top-dose activity change, negative = inhibition, hits mostly inhibitors; 0.28% of 350,000 active; note: nearly all actives have a fitted effect of over 40% in size
# Target sequence (Q9NUW8 whole entry, looked up): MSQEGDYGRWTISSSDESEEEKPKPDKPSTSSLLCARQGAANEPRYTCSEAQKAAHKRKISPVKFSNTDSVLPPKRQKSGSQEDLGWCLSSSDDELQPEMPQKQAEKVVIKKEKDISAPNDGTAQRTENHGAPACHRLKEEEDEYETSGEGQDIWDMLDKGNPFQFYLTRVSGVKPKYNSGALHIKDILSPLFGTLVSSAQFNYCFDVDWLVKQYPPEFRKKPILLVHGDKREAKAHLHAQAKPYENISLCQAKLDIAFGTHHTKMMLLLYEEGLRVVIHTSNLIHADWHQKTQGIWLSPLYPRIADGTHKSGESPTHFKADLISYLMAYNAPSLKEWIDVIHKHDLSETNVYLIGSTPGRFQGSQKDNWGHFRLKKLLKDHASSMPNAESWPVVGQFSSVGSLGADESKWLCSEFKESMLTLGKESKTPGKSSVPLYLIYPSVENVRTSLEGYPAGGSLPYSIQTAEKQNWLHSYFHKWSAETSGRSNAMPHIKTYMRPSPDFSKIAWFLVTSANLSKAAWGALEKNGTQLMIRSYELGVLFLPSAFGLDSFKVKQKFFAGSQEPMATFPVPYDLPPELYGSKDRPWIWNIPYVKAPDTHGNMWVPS
#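 Enzyme-compound mixtures sat 15 min at room temperature, followed by a 5 min reaction with 15 nM final substrate and 10 min with AlphaScreen beads. Recombinant human Tdp1 was used at 1 nM final.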
# Active calls of the source: *; ? = inconclusive; . = not tested or not shown; & = joins results of further samples; [ ] = another dose, or the depositor's remark. Calls come from the whole dose curve; as a rule, active = well fitted curve in the direction sought with a large enough effect; inconclusive = small, poorly fitted or top-dose-only effect, or another doubt; inactive = no such curve, though single readings can be large; an effect the other way counts as inactive or inconclusive. % is set by controls: 0 for no effect and ±100 for the full control effect; potency is the fitted concentration of half-maximal effect.
SMILES,TDP1 cell CPT,TDP1 cell noCPT,TDP1 inh
CCCOc1ccc(C(=O)NCc2ccco2)cc1,?,?,0.0%
COc1ccc(CCNC(=O)C/C(C)=N/NC(=O)C(c2ccccc2)c2ccccc2)cc1OC,1.3%,-17.3%,.
COc1c(Cl)cccc1-c1cn2ccc(C)cc2n1,0.3%,?,.
O=C(NCCc1ccccc1)c1ccc2c(c1)S(=O)(=O)N=C1CCCCCN12,-4.9%,-15.8%,0.7%[56.1 µM]
CNC(=S)N1N=C(c2ccc(Br)cc2)CC1c1ccc(Br)cc1 (stereo not given),14.6µM*,11.6µM*,1.9%
O=C(NNc1c(Cl)cccc1Cl)C1CCC1,8.6%,-1.8%,.
Cn1c(-c2ccccc2[N+](=O)[O-])[n+](C)c2ccccc21,13µM*,5.8µM*,4.8%
CC(C)Cn1c(=O)c2ccccc2n2c(CCC(=O)NC3CCN(Cc4ccccc4)CC3)nnc12,6.2%,1.1%,4.4%
Cc1ccc(-c2nc3cc(Cl)ccc3o2)cc1NC(=O)COc1ccc(F)cc1,-28.2%,1.1%,-4.7%
CCCC(=O)NC(=S)Nc1cccc(NC(=O)c2ccccc2)c1,8.8%,-2.9%,3.7%
CS(=O)(=O)Nc1ccc(C2=NN(C(=O)C3CCCCC3)C(c3cccs3)C2)cc1 (stereo not given),?,23.1µM*,2.7%
CN(C)S(=O)(=O)c1cccc(NC(=S)NCc2ccc3c(c2)OCO3)c1,?,?,0.0%
COCCCn1cc(CN2CC(N3CCCCC3)CS2(=O)=O)nn1 (stereo not given),0.9%,0.4%,.
CC(Cc1c[nH]c2ccccc12)C(=O)N1CCN(c2ccccc2F)CC1 (stereo not given),?,-21.2%,.
CC(CCc1ccccc1)NC(=O)c1ccc(Br)cc1 (stereo not given),4.4%,-0.5%,.
COC(=O)c1[nH]c2ccc(F)cc2c1NS(=O)(=O)c1ccc(F)c(C)c1,-22.6%,?,2.6%
CC(=O)Nc1cccc(NC(=O)CSc2cn(CC(=O)N3CCCC3)c3ccccc23)c1,-26.7%,?,5.1%
CCOc1ccc(N(CC(=O)N/N=C/c2cccnc2)S(C)(=O)=O)cc1,-1.3%,-10.3%,3.4%
CCc1nc2ccc(C(=O)Nc3ccc(Cl)c(Cl)c3)cn2c1N(C)Cc1ccc(OC)cc1,16.4µM*,?,.
Cc1ccc(C(=O)NC2CCN(S(=O)(=O)c3ccc(F)cc3)CC2)cc1,-16.3%,8.3%,.
COc1ccccc1NS(=O)(=O)c1cc(NC(=O)CCNC(C)=O)ccc1N1CCCCC1,-21.5%,-23.0%,2.5%
O=C(c1ccc(=O)[nH]c1)N1CCN(S(=O)(=O)c2ccccc2)CC1,10.4%,-18.2%,3.0%
Cc1cc(C)c(S(=O)(=O)NCc2ccc3c(c2)OCO3)cc1C,-20.0%,0.2%,.
COc1cc(S(=O)(=O)NCC(c2ccco2)N2CCCCC2)ccc1NC(C)=O (stereo not given),6.2%,1.3%,1.8%
Cc1cccc2cc(C#N)c(SCC(=O)NCc3cccs3)nc12,-15.9%,-27.2%,3.4%

# Fetched one by one from above:
SMILES,TDP1 cell CPT,TDP1 cell noCPT,TDP1 inh
Cc1ccc(C(=O)NC2CCN(S(=O)(=O)c3ccc(F)cc3)CC2)cc1,-16.3%,8.3%,.
Cc1cc(C)c(S(=O)(=O)NCc2ccc3c(c2)OCO3)cc1C,-20.0%,0.2%,.

# Additional records.
SMILES,TDP1 cell CPT,TDP1 cell noCPT,TDP1 inh
CCCCN(C(=O)c1cccc(S(=O)(=O)N(CC)c2ccccc2)c1)c1c(N)n(CCCC)c(=O)[nH]c1=O,-2.2%,1.2%,.
COc1cccc(N2C(=O)C3C(C2=O)C2C=CC3C23CC3)c1 (stereo not given),4.0%,-9.2%,3.2%
O=C1NC(=O)C2C1C(c1cccs1)NN2Cc1ccccc1 (stereo not given),29.1µM*,29.1µM*,2.7%
CC1(C)CN(c2cccc(Br)c2)C1=O,5.1%,-3.2%,2.6%
CC(=O)N1CCc2c(sc3c2c(=O)n(Cc2ccccc2)c(=O)n3Cc2ccccc2F)C1,20.6µM*,20.6µM*,-3.9%
O=C1c2ccccc2C(=O)N1CSc1nnnn1-c1ccccc1,-22.8%,-0.7%,13.6%
CC1(C(=O)NS(=O)(=O)c2cccc(F)c2)CCN1C(=O)Cc1ccccc1Cl (stereo not given),19.5%,-1.1%,.
COc1ccc(Cl)cc1NC(=O)CSc1nnc(COc2ccccc2)n1C,?,?,2.1%
Cc1cccc2sc(NC(=O)CNS(=O)(=O)c3ccc(Br)s3)nc12,?,-16.5%,5.9%
CS(=O)(=O)N(CC(=O)N1CCOCC1)c1cccc(F)c1,9.8%,10.3%,.
CC(C)CNC(=O)c1nc(-c2ccccc2)n(-c2ccccc2)n1,?,?,2.5%
CCOC(=O)CC(=O)CSc1nc(CC)c(C)cc1C#N,?,13µM*,70.8µM*
c1csc(CNc2nc3ccccc3n2CCN2CCOCC2)c1,-20.8%,-6.1%,5.1%
Cc1ccccc1-c1nc(NC(=O)CSc2ncnc3sc4c(c23)CCCC4)ns1,0.0%,-4.2%,-1.1%
COc1cc(/C=C2\SC(=S)N(CC(=O)NC3=NCCS3)C2=O)cc(OC)c1OC,4.0%,-15.8%,2.7%
Cc1ccc(NC(=O)NCc2c(-n3cccc3)sc3c2CCCC3)c(Cl)c1,?,23.1µM*,8.6%
CN(Cc1cccc2ccccc12)C(=O)c1cc(COc2c(F)cccc2F)on1,?,?,.
COc1ccc(S(=O)(=O)c2nnn(-c3ccc(C(C)C)cc3)c2C)cc1,14.6µM*,14.6µM*,-8.1%
Cc1cc2cc3c(cc2nc1SCc1ccccn1)OCCO3,?,-28.5%,5.8%
Cc1cccc(NC(=O)Cn2c(=O)n(Cc3ccco3)c(=N)c3c4c(sc32)COC(C)(C)C4)c1,?,?,5.1%
COC(=O)c1ccc(NC(=O)CN2C(=O)CSC2=O)cc1,-21.4%,?,9.1%
O=C1c2cccc3cccc(c23)C(=O)N1CCCN1CCN(c2ccc(F)cc2)CC1,?,?,6.0%
COc1ccc(Nc2oc(-c3cccs3)nc2C#N)cc1,-19.1%,-27.4%,3.9%
COc1ccc(C(=O)NCC(C)(C)N2CCOCC2)cc1S(=O)(=O)N1CCCC1,-10.0%,-7.7%,0.7%
Cc1nc(NC(=S)NC(=O)COc2ccccc2Cl)ccc1Br,?,?,-5.5%

# In the list so far, four have an NH in an aromatic ring.
SMILES,TDP1 cell CPT,TDP1 cell noCPT,TDP1 inh
CC(Cc1c[nH]c2ccccc12)C(=O)N1CCN(c2ccccc2F)CC1 (stereo not given),?,-21.2%,.
COC(=O)c1[nH]c2ccc(F)cc2c1NS(=O)(=O)c1ccc(F)c(C)c1,-22.6%,?,2.6%
O=C(c1ccc(=O)[nH]c1)N1CCN(S(=O)(=O)c2ccccc2)CC1,10.4%,-18.2%,3.0%
CCCCN(C(=O)c1cccc(S(=O)(=O)N(CC)c2ccccc2)c1)c1c(N)n(CCCC)c(=O)[nH]c1=O,-2.2%,1.2%,.

# Continued.
SMILES,TDP1 cell CPT,TDP1 cell noCPT,TDP1 inh
CCN(CC)CCNC(=O)c1cnn(-c2nccc(-c3cc4ccccc4o3)n2)c1C,0.1%[9.04 µM],?,.
CCCCCCOc1ccc(C(CC(N)=O)C(=O)O)cc1 (stereo not given),21.3%,-2.0%,-2.4%
COc1ccc(NC(=O)/C(C#N)=C/C=C/c2ccco2)cc1,8.2µM*,9.2µM*,2.3%
COc1ccc(CNC(=O)[C@H](C)NC(=O)C2CCN(S(=O)(=O)c3ccc(F)cc3)CC2)cc1,-1.6%,9.8%,3.1%
CC(Oc1ccccc1Cl)C(=O)N1CCN(CCc2ccccn2)CC1 (stereo not given),-19.0%,?,4.7%
COc1ccc(-c2ccc(=O)n(CC(=O)Nc3cc(OC)ccc3OC)n2)cc1,-4.4%,-17.6%,4.7%
CCCCNC(=O)CCC(=O)Nc1ncc(-c2ccc(C)cc2)n1C,-18.5%,-17.8%,1.0%
COc1ccc(/C=N\NC(=O)CNC(=O)C(c2ccccc2)c2ccccc2)cc1[N+](=O)[O-],5.0%,-7.9%,2.7%
CCCn1c(C)cc(/C=C(\C#N)C(=O)OCC(=O)NC(=O)NCC)c1C,-12.1%,-27.2%,-4.5%
O=C(Nc1ccc(OC(=O)c2cccnc2)cc1)c1cccnc1,-7.3%,-1.1%,6.4%
C/C(=N\N1CCN(C2c3ccccc3-c3ccccc32)CC1)c1ccco1,-11.0%,-24.8%,8.5%
COc1ccc(CNC(=O)C2CCN(S(=O)(=O)c3ccc4nc5c(c(C(=O)O)c4c3)CC(C)CC5)CC2)cc1 (stereo not given),-0.3%&19.9%,23.6%&-2.2%,4.3%&-2.0%
Cc1ccc(NC(=O)CCN2CC(C)OC(C)C2)cc1 (stereo not given),12.8%,1.3%,.
O=C(Cc1ccc(-n2cccc2)cc1)NCc1cccs1,0.82µM*,1.03µM*,-1.0%
CNc1cncc(-c2ccc(OCCCN(C)C)nc2)n1,-3.4%,4.9%,.
CCOc1ccc(CNCc2c(C(=O)O)c(C)n(Cc3cccc(OC)c3)c2C)cc1OC,?,?,0.0%
COc1ccc(C(=O)c2ccc(Cl)cc2)c2ccccc12,?,?,0.7%
CS(=O)(=O)N1CCN(c2ccc([N+](=O)[O-])c(NCCN3CCOCC3)c2)CC1,-2.5%,?,0.0%
CCOC(=O)CSc1ncc(-c2ccc([N+](=O)[O-])cc2)[nH]1,-7.7%,?,7.7%
CC(C)Oc1ccc(CCNC(=O)CC2C(=O)NCCN2C)cc1 (stereo not given),-6.7%,?,.
N#Cc1cc([N+](=O)[O-])ccc1NCCCn1ccnc1,9.6%,-20.0%,14.3%
CC1C(=O)N(Cc2cn(CCC3OCCCO3)nn2)CCS(=O)(=O)N1Cc1ccc(-c2ccc(Cl)cc2)cc1 (stereo not given),11.6µM*,6.51µM*,.
C[C@@H]1CN([C@H](C)CO)S(=O)(=O)c2ccc(Br)cc2O[C@@H]1CN(C)C(=O)CN1CCOCC1,7.1%,0.8%,.
COc1cccc(N2CC(NC(=O)c3ccco3)CC2=O)c1 (stereo not given),-11.6%,-3.9%,0.0%
CCOc1ccc(N(CC(=O)Nc2cccc(Cl)c2)S(=O)(=O)c2c(C)noc2C)cc1,13µM*,11.6µM*,-1.2%
# Next records
SMILES,TDP1 cell CPT,TDP1 cell noCPT,TDP1 inh
CN(CC(=O)Nc1ccc(F)c(F)c1F)C(=O)C1(c2ccccc2)CC1,-10.3%,-12.7%,.
COc1ccc(-c2cc(C3CC3)nc(SCC(=O)c3cccs3)c2C#N)cc1,?,11.6µM*,-0.6%
O=C(Cn1nc(C(=O)O)c2ccccc2c1=O)Nc1cccc(S(=O)(=O)N2CCCCC2)c1,-25.0%,-19.7%,2.6%
O=c1ccn([C@@H]2O[C@H](CNS(=O)(=O)c3cc4ccccc4s3)[C@@H](O)[C@H]2O)c(=O)[nH]1,-10.7%,-15.3%,.
COc1ccc(-c2csc(N(CCCN(C)C)C(=O)c3ccc(C(C)(C)C)cc3)n2)cc1,?,?,8.2%
Cc1nn(C)c(C)c1CNC(=O)c1cnn2c1NC(c1ccccc1)CC2C(F)(F)F (stereo not given),?,-20.7%,8.6%
COc1ccc(S(=O)(=O)Nc2ccc(C)c(S(=O)(=O)N3CCOCC3)c2)cc1[N+](=O)[O-],-17.4%,-4.3%,0.3%
Nc1nc(-c2ccco2)nn1C(=O)c1ccccc1,-13.8%,0.4%,5.1%
CCOC(=O)C1C(=O)NC(SC)=C(C#N)C1c1ccccc1F (stereo not given),?,-19.1%,6.2%
CN1CCN(C(=O)C2CCC(=O)N(Cc3cccc(C(F)(F)F)c3)C2)CC1 (stereo not given),-24.9%,?,0.8%
Clc1ccc(N2CCCCCC2)nn1,4.5%,-0.3%,-2.0%
COc1ccc(Nc2ccc(S(=O)(=O)N3CCCCC3)cc2[N+](=O)[O-])cc1,?,16.4µM*,8.2%
Cc1ccc(NC(N)=S)cc1C,?,?,0.0%
Cc1nc(Nc2ccccc2O)c2oc3ccccc3c2n1,1.9%,-13.6%,.
Cc1nn(C)c2c1c(-c1ccccc1)cc(=O)n2Cc1ccc(Br)cc1F,-3.1%,3.1%,4.5%
COc1ccc(CCNC(=O)c2ccc(NC(=O)CC3SC(N4CCCC4)=NC3=O)cc2)cc1 (stereo not given),?,?,4.0%
CCCCCC(=O)Nc1cccc(C2=NOC3(C2)C[C@@H](C(N)=O)N(C(=O)c2cc([N+](=O)[O-])cc([N+](=O)[O-])c2C)C3)c1 (stereo not given in full),?,?,3.5%
COc1ccc(CNc2nc3ccccc3c3nc(-c4ccccc4)nn23)cc1,-8.5%,11.6µM*,-2.9%
CCN(c1ccccc1)S(=O)(=O)c1ccc(NC(=O)c2cc(=O)c3ccccc3o2)cc1,-5.8%,-15.0%,-1.2%
O=C(NCc1cccnc1)c1cn(-c2ccccc2)nc1-c1cccs1,12.9%,-1.9%,-1.0%

# Compounds were not picked by outcome, and some 18% of all compounds hit somewhere here.
